DRD3 antagonist – antagonists of human D3 dopamine receptor. max response, negative = inhibition, %. D3R cells, DiscoveRx beta-arrestin luminescence, antagonist mode; active compounds read low. P35462. 360,000 tested, 2.5% active. AID 652054; in the data active = max response below about -50%; inconclusive = no clear call, values can overlap the other calls; note: % is set by controls: 0 for no effect and ±100 for the full control effect; mostly tested at two doses, the higher about 12 µM
Target sequence (P35462 whole entry, looked up): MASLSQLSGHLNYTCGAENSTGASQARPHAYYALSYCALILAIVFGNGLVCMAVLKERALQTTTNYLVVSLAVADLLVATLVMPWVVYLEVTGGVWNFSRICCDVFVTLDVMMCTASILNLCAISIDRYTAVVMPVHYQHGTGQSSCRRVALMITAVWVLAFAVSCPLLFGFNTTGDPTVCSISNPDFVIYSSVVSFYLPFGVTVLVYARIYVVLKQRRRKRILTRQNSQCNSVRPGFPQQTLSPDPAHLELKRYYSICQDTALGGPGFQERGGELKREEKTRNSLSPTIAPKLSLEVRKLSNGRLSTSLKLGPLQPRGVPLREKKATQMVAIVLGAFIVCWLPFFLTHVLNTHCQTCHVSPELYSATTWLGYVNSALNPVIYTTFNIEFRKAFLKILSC
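Cells expressing the human receptor were seeded at 1500 cells/well, incubated overnight at 37 degrees C in 5% CO2, then exposed to library compounds with dopamine controls for 90 minutes at 37 degrees C before luminescent detection.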
GLP1R ag – GLP-1 receptor (human) agonism; P43220; HEK293 GLP-1R CRE-luciferase, luminescence, 4-6 h; cells express a hypersensitive GLP-1R form; Potency, µM (highest dose often 45.6 µM), inactives show top-dose activation, actives largely listed as activators; 380,000 tested, 0.007% active; note: potency is the fitted concentration of half-maximal effect; % of control where 0% means no effect
PTHR1 ag – activates the human parathyroid hormone receptor PTHR1; 410,000 tested, 0.075% active; Potency, µM (doses to about 115 µM), for the others: at the highest dose activation, most hits filed as activators; HEK293 GP2 PTHR1 cells, GloSensor cAMP luminescence, 1 h; AID 743266; note: potency is the fitted concentration of half-maximal effect; nearly all actives have a fitted effect of over 55% in size; some results filed as inactive show a strong effect at the top dose; inactives centre near -15; many of its hits are not listed in these tables
Target sequence (Q03431 whole entry, looked up): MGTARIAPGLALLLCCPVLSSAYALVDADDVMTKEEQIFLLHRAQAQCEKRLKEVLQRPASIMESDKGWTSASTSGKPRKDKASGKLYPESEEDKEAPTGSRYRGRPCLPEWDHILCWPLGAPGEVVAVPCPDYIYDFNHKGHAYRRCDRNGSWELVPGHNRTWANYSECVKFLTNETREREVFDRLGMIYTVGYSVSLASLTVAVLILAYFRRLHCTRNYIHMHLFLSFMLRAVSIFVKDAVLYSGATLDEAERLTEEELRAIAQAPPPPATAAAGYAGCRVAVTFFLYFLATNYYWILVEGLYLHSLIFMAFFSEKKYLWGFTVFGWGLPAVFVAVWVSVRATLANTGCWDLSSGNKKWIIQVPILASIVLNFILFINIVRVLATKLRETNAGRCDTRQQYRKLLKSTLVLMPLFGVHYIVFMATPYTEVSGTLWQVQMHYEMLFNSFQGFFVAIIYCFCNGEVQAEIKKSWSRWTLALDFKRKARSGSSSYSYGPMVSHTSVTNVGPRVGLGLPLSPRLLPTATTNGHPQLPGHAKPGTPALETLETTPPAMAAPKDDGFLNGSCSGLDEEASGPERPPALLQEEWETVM
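HEK-293-derived GP2 cells expressing PTHR1 and a GloSensor cAMP reporter, 3,000/well, plated overnight, given luciferin plus IBMX (each 0.5 mM as added) for 1 h at 37 °C, then compound for 1 h at 37 °C. Luminescence was read after 15 min at room temperature.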
HEK293 tox – cytotoxicity in counter-screen for GLP-1R inverse agonists. HEK293 cAMP-luciferase reporter cells, luminescence, 24 h. Potency, µM (series often up to 38.3 µM), for the others: top-dose activity change, negative = inhibition, actives largely listed as inhibitors. 410,000 tested, 0.13% active. AID 624418;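 note: loss of luciferase light is scored as toxicity; potency is the fitted concentration of half-maximal effect; % is set by controls: 0 for no effect and ±100 for the full control effect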
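To flag toxic compounds, the library was rerun on cells for 24 hr at 37 deg C and 5% CO2. Viability-linked luminescence was captured 12 min after adding luciferase detection reagent.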
KB-V1 MDR tox – KB-V1 MDR subline cytotoxicity; KB-V1 MDR cells viability, CellTiter-Glo, 72 h; Potency, µM (top dose mostly 46.1 µM), for inactives: top-dose activity change, negative = cytotoxicity, actives largely listed as cytotoxic; 400,000 tested, 3.4% active; note: potency is the fitted concentration of half-maximal effect; % is set by controls: 0 for no effect and ±100 for the full control effect; nearly all actives have a fitted effect of over 60% in size
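Compound-treated KB-V1 multidrug-resistant cells, 72 h, 37 degrees C; viability by CellTiter-Glo. Fitted qHTS curves give the values.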
aSyn rescue – alpha-synuclein toxicity inhibition in yeast | Potency, µM (highest dose often 46.1 µM), inactives show top-dose growth rescue (activation), hits mostly activators | Yeast expressing alpha-synuclein, growth rescue, BacTiter-Glo, 24 h | 370,000 tested, 0.14% active; note: potency is the fitted concentration of half-maximal effect; % of control where 0% means no effect; nearly all actives have a fitted effect of over 65% in size
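Readout is rescue of growth in alpha-synuclein-expressing yeast, so inhibitors of toxicity appear as activators. Growth after 24 hr at 30 deg C in galactose medium is quantified by luminescence.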
GLP-1R inv ag – GLP-1 receptor (human) inverse agonism; P43220; HEK293 GLP-1R CRE-luciferase, luminescence, 24 h; GLP-1R form is constitutively active; Potency, µM (top dose mostly 38.3 µM), for the others: at the highest dose activity change, negative = inhibition, most hits filed as inhibitors; 410,000 tested, 1.6% active; note: potency is the fitted concentration of half-maximal effect; % is set by controls: 0 for no effect and ±100 for the full control effect; nearly all actives have a fitted effect of over 55% in size
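HEK293 cells stably co-expressing a cAMP-responsive luciferase reporter and constitutively active GLP-1R were seeded, incubated 12 h, then exposed to compounds for 24 h at 37 C. Luminescence was read 12 min after detection reagent; inverse agonists lower signal.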
DRD3 agonist – agonists of human D3 dopamine receptor; max activation, %; D3R DiscoveRx beta-arrestin cells, luminescence, 90 min; P35462; 410,000 tested, 0.58% active; in the data active = max activation above about 30%; note: 0% is about no effect; mostly tested at two doses, the higher about 12 µM
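Cells at 1500/well, incubated overnight, then treated with pinned compounds (dopamine as control) for 90 min at 37 degrees C. DiscoveRx reagent added for 30 - 60 minutes at room temperature; luminescence read.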
TDP-43 yeast inh – TDP-43 toxicity inhibition in yeast. TDP-43 expressing yeast growth rescue, BacTiter-Glo, 24 h. Potency, µM (highest dose often 46.1 µM), for the others: at the highest dose growth rescue (activation), usual class: activators. 410,000 tested, 1.8% active. AID 652104; note: potency is the fitted concentration of half-maximal effect; % of control where 0% means no effect; nearly all actives have a fitted effect of over 50% in size
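Growth rescue of TDP-43-toxic yeast measured as ATP luminescence (BacTiter-Glo). Cells grown to mid-log in raffinose, induced in galactose at OD600=0.02, exposed to compound 24 hr at 30 deg C.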
Starred values were filed as active, the others as inactive; i = inactive; ? = inconclusive; . = no result given; [ ] = remark or other dose. Unless noted, calls come from the whole dose curve; as a rule, active = well fitted curve in the direction sought with a large enough effect; inconclusive = small, poorly fitted or top-dose-only effect, or another doubt; inactive = no such curve, though single readings can be large; an effect the other way counts as inactive or inconclusive. The list is partial, so the mix of outcomes need not match the whole.

SMILES	DRD3 antagonist	GLP1R ag	PTHR1 ag	HEK293 tox	KB-V1 MDR tox	aSyn rescue	GLP-1R inv ag	DRD3 agonist	TDP-43 yeast inh
Cc1nc(SCC(=O)Nc2cc(C)on2)c2c3c(sc2n1)CCCC3	17	10%	i	-8%	-6%	-3%	0%	5	-7%
O=C(Nc1ncc(S(=O)(=O)c2ccc([N+](=O)[O-])cc2)s1)c1ccc2ccccc2c1	5	-4%	i	-16%	-9%	-1%	-1%	2	7%
Cc1ccc(C)c(NC(=S)NC2CC3CCC(C2)N3Cc2ccco2)c1 (stereo not drawn)	-7	0%	0%[57.5 µM]	1%	-28%	5%	5%	-9	-4%
CN(C)CCCNc1oc(-c2ccc(Cl)cc2)nc1S(=O)(=O)c1ccccc1	-73*	-3%	-32%[inhibitor]	-29%	0%	2%	-59%	-29	11%
CC(C)(C)c1ccc(CSc2nnc(-c3ccccn3)n2Cc2ccco2)cc1	-14	-4%	-19%	-11%	-26%	9%	?	-1	15%
CC(=O)N1CCc2cc(S(=O)(=O)NC(C)c3ccccc3)ccc21 (stereo not drawn)	2	-1%	i	-3%	-15%	5%	21%	-2	-7%
COC(=O)c1cccc(NC(=O)c2nn(C(C)C)c(=O)c3ccccc23)c1	22	13%	-8%[57.5 µM]	-17%	11%	-4%	8%	24	-7%
COc1ccc(NC(=O)CNc2cccc(C#N)c2)cc1Cl	-13	2%	-26%	-12%	-2%	10%	-18%	-2	2%
O=C1COc2ccc(C(=O)COc3ccc(Cl)cc3Br)cc2N1	-18	-4%	i	-24%	0%	2%	?	1	22%
Cc1ccc(NC(=O)C2CCC(N3C(=O)C4CCCCC4C3=O)CC2)cc1 (stereo not drawn)	-10	19%	-4%	-17%	11%	-2%	?	4	-4%
S=C(NCCc1c[nH]c2ccccc12)NC1CCCC1	6	4%	i	-7%	-24%	-9%	2%	3	-19%
CSc1ccccc1NC(=O)CSc1nnc(CNC(=O)c2ccccc2F)n1C	4	2%	-1%	0%	2%	0%	-7%	-4	-22%
CC(C)CC(C(=O)Nc1oc(-c2ccco2)c(-c2ccco2)c1C#N)N1C(=O)c2ccccc2C1=O (stereo not drawn)	-22	-8%	i	2%	1%	-2%	-17%	-3	-13%
CCCCOCCCNC(=O)CN1C(=O)c2ccccc2C1=O	-4	-2%	i	-5%	-9%	-2%	1%	1	-10%
O=C(NCc1cccs1)C1CC(c2ccc(F)cc2)=NO1 (stereo not drawn)	-12	10%	i	-9%	4%	4%	-15%	-1	16%
CC(C)(C)NC(=O)c1ccc(C(=O)NC(C)(C)C)cc1	-6	2%	i	4%	-3%	-2%	2%	-2	-16%
CC(C)=CCn1c2ccc(NC(=O)Nc3ccc(N(C)C)cc3)cc2c(=O)n1C	7	6%	-23%	-1%	4%	-9%	-13%	0	23%
CC(=O)c1cccc(S(=O)(=O)Nc2c(C)nn(C)c2C)c1	2	4%	i	1%	?	1%	-14%	3	16%
COCCC(=O)Nc1ccc2c(c1)CN(C(=O)CCOC)CC2	-3	11%	i	-1%	?	-3%	47%[activator]	-13	-13%[0.397 µM]
COc1ccc(NC(=O)C(Cc2ccccc2)NS(=O)(=O)c2ccc3c(c2)CCN3C(C)=O)cc1 (stereo not drawn)	.	.	i	4%	0%	.	13%	-4	18%
Cc1cccc(OCC(=O)Nc2cccc(O)c2)c1	16	6%	-22%	-19%	28%	3%	-2%	1	27%
Cc1ccc(N(C)C2=NC(=O)CS2)cc1Cl	5	-8%	-5%	-8%	26%	7%	2%	0	16%
CCCCCn1c(CNC(=O)CCC)nc2ccccc21	0	-6%	i	-6%	?	8%	?	-3	0%
C[C@H](CO)N1C[C@H](C)[C@@H](CN(C)C(=O)Nc2ccc(C(F)(F)F)cc2)Oc2c(NC(=O)c3ccncc3)cccc2C1=O	15	7%	i	-6%	0%	1%	6%	1	13%
O=C(Nc1ccc(C(F)(F)F)cc1)C1CCCN(c2cnccn2)C1 (stereo not drawn)	.	.	i	-4%	.	.	-24%	3	9%
CCN(CC)CCOC(c1ccccc1)c1ccc(C)cc1 (stereo not drawn)	-28	-3%	i	1%	?	4%	?	-7	18%
COc1cccc(-c2ccc(NC(=O)C3CCCN(CCCn4cccn4)C3)cc2)c1 (stereo not drawn)	13	-2%	-11%	-27%	-24%	5%	?	-8	6%
C[C@@H]1CN([C@@H](C)CO)C(=O)c2cc(C#Cc3cccc(F)c3)cnc2O[C@H]1CN(C)C(=O)C1CCCCC1	-10	12%	-23%	-5%	2%	8%	-16%	-4	0%
O=C(O)c1ccc2c(c1)C(=O)N(c1ncccn1)C2=O	-4	-7%	-7%	19%	13%	-1%	30%[activator]	0	-7%
Cc1ccc(C)c(CSc2nc3ccncc3n2CC(=O)Nc2ccc(N(C)C)cc2)c1	.	.	-19%	-3%	20%	.	?	-22	15%

Whole records from above. Order of values: DRD3 antagonist, GLP1R ag, PTHR1 ag, HEK293 tox, KB-V1 MDR tox, aSyn rescue, GLP-1R inv ag, DRD3 agonist, TDP-43 yeast inh
Profile of COc1cccc(-c2ccc(NC(=O)C3CCCN(CCCn4cccn4)C3)cc2)c1 (stereo not drawn) : 13, -2%, -11%, -27%, -24%, 5%, ?, -8, 6%
Profile of CCN(CC)CCOC(c1ccccc1)c1ccc(C)cc1 (stereo not drawn) : -28, -3%, i, 1%, ?, 4%, ?, -7, 18%
Profile of O=C(O)c1ccc2c(c1)C(=O)N(c1ncccn1)C2=O : -4, -7%, -7%, 19%, 13%, -1%, 30%[activator], 0, -7%
Profile of C[C@H](CO)N1C[C@H](C)[C@@H](CN(C)C(=O)Nc2ccc(C(F)(F)F)cc2)Oc2c(NC(=O)c3ccncc3)cccc2C1=O : 15, 7%, i, -6%, 0%, 1%, 6%, 1, 13%

Additional records.
SMILES	DRD3 antagonist	GLP1R ag	PTHR1 ag	HEK293 tox	KB-V1 MDR tox	aSyn rescue	GLP-1R inv ag	DRD3 agonist	TDP-43 yeast inh
CCOC(=O)C1(C(=O)OCC)COC(=O)C2(CC)OC21 (stereo not drawn)	3	6%	-13%	20%	1%	-2%	17%	3	15%
O=C(NCCOc1ccccc1)c1n[nH]c(=O)c2ccccc12	-13	19%	i	7%	23µM*	-1%	0%	-33	-34%[inhibitor]
CC1CC1C(=O)Nc1nc2ccc(Cl)cc2s1 (stereo not drawn)	9	6%	-12%	-6%	-4%	0%	?	4	14%
O=C(NCC1CCCO1)c1ccc(Oc2ccc([N+](=O)[O-])cc2)cc1 (stereo not drawn)	-10	-4%	-24%	7%	-12%	-3%	-15%	-9	22%
COc1cccc(OCC(=O)NCC2CCCO2)c1 (stereo not drawn)	-11	-3%	-32%	5%	-5%	-3%	10%	-5	22%
CC1CCc2sc(C(=O)Nc3nnc(SCc4ccc(F)cc4)s3)cc2C1 (stereo not drawn)	-20	-8%	-3%[57.5 µM]	-3%	10%	-6%	3%	10	5%
CCOC(=O)C1CCCN(C(=O)CSc2nnc3nc(C)cc(C)n23)C1 (stereo not drawn)	-8	-4%	i	17%	0%	-1%	17%	5	4%
CCOc1ccc(NC(=O)c2ncn(-c3ccccc3)n2)cc1	.	.	-34%[inhibitor]	-11%	2%	.	6%	-2	11%
COc1ccc(C(C(N)=O)c2ncc(C(F)(F)F)cc2Cl)cc1 (stereo not drawn)	10	-9%	i	7%	8%	-3%	-1%	0	1%
O=C(c1ccco1)N1CCN(Cc2nc3ccccc3[nH]2)CC1	-2	-6%	i	2%	0%	-7%	7%	5	-22%
CC(C)(C)CN1CCNC(=O)C1CC(=O)NCCc1ccccc1C(F)(F)F (stereo not drawn)	-2	5%	-34%[inhibitor]	6%	-7%	0%	-13%	4	7%
O=C(CN1CCSC1=O)N1CCN(S(=O)(=O)c2ccc(F)cc2)CC1	-4	-14%	1%	2%	2%	-5%	2%	-12	-2%
CCC(=O)Nc1ccc(NC(=O)c2oc3ccccc3c2C)cc1	0	12%	-1%	-8%	-1%	-2%	-11%	-4	3%
COc1cccc(C(=O)NNC(=O)Cc2ccc([N+](=O)[O-])cc2)c1	8	0%	i	12%	11%	-2%	27%	2	4%
Cc1ccccc1CNC(=O)c1cccc(NC(=O)N2CCSc3ncccc32)c1	.	.	i	21%	-7%	.	5%	4	3%
CC(C)Sc1nc(NCc2ccco2)c2c3c(sc2n1)COC(C)(C)C3	-1	8%	-19%[57.5 µM]	-13%	-8%	-7%	?	-4	?
Cc1cc(C(=O)CSc2nn3c(=O)c(C(C)(C)C)nnc3s2)c(C)n1C	-10	4%	-47%[inhibitor]	-10%	27%	1%	15%	2	-6%
CCC(C)[C@@H]1NC(=O)N(CCCN2CCCC2=O)C1=O (stereo partly drawn)	-6	4%	i	10%	14%	-8%	12%	-16	-7%
CCOc1ccccc1-c1noc(CSc2nnc(-c3ccccc3)n2-c2ccc(OC)cc2)n1	.	.	i	1%	?	.	3%	2	22%
NC(=O)CSc1nc2cc3c(cc2c(=O)n1CCCCCC(=O)NCc1ccc2c(c1)OCO2)OCO3	.	.	i	4%	.	.	0%	10	18%
Cc1cc2c(c(SCC(=O)NCc3ccccc3Cl)n1)C(=O)OC2	0	-3%	-12%	-1%	13%	7%	2%	7	.
O=S(=O)(c1ccccc1)c1nc(NCc2cccnc2)sc1Cl	13	10%	i	-14%	?	4%	-13%	1	5%
Cc1cccc(C)c1Nc1sc(C(=O)c2ccccc2)c(N)c1S(=O)(=O)c1ccccc1	.	.	-49%[inhibitor]	-19%	.	.	?	7	13%
Cc1cc(CNC(=O)C(C)n2nc(C)c([N+](=O)[O-])c2C)c2ccccc2n1 (stereo not drawn)	4	5%	-5%	-7%	-40%	0%	1%	-4	-5%[9.22 µM]
COc1ccc(C(=O)N/C(=C/c2ccco2)C(=O)NC2CCS(=O)(=O)C2)cc1 (stereo not drawn)	3	0%	i	-2%	3%	1%	8%	-5	2%
Cc1nn(C)cc1[C@@H]1C[C@H]2CN(Cc3cccc(Cl)c3)C(=O)[C@]23CCCN13	-13	4%	?	0%	4%	-3%	-24%	-6	-25%

Source: PubChem BioAssay
